Compound activity as filed in PubChem BioAssay.
CTSL1 counter – Fasciola hepatica cathepsin L1 inhibitors, primary screen, counter-screen for PFM18AAP inhibitor project, biochemical, QFRET, fluorogenic peptide substrate; recombinant F. hepatica cathepsin L1, Z-Leu-Arg-MCA fluorescence; inhibition, % at 5.96 µM; 300,000 compounds, 0.49% hits; AID 1906, 2009;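 active means inhibition above the mean of all tested compounds plus 3 SD, set per screening campaign, cut at about 17% in these data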;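 further: 0% = plate median of test compound wells and 100% = 1 µM Z-Phe-Ala-diazomethylketone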
GRK2 aptamer HTS – compounds blocking aptamer binding on GRK2 – biochemical, human GRK2, bead flow cytometry, HTS, primary screen. FAM-aptamer displacement from GRK2. Beta-adrenergic receptor kinase 1 (Homo sapiens), P25098. AID 488847, 2010. 330,000 compounds, 0.59% hits. inhibition of aptamer binding, % at 10 µM;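 active means inhibition of aptamer binding above 40%, roughly 3 SD of noise, on plates passing a quality check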;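 further: median bead fluorescence of bound FAM aptamer so fluorescent compounds give negative values; no value below 0 was filed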
proCasp3 act – activators of human procaspase-3 D3A mutant, primary screen, biochemical, absorbance, PC-3 D3A mutant, single concentration; activation, % at 8.5 µM; 330,000 compounds, 0.11% hits; Caspase-3 (Homo sapiens), P42574; recombinant procaspase-3 D3A, Ac-DEVD-pNA absorbance 405 nm;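 active means activation above the mean of all tested compounds plus 3 SD, cut at about 21% in these data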;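 further: 0% = DMSO alone and 100% = DMSO wells spiked with extra 5 µM PC-3 D3A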
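Test system: Procaspase-3 D3A mutant; medium: Zinc-free HEPES/NaCl buffer with 0.01% Triton X-100 at pH 7.4; reagent: DEVD-pNA substrate; doses: one concentration, 8.5 µM nominal, 0.8% DMSO; times: 1 h preincubation plus 2 h reaction at 25 °C; signal: Epi-absorbance at 405 nm of released p-nitroaniline, 0 and 120 min; replicates: singlicate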
PP1 inh – PP1-alpha phosphatase inhibitors, primary screen, counter-screen for PP5 inhibitor project, biochemical, fluorescence, OMFP substrate, single point | purified PP1alpha | 320,000 compounds, 0.9% hits | inhibition, % at 6.7 µM | Serine/threonine-protein phosphatase PP1-alpha catalytic subunit (Homo sapiens), P62136;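 active means inhibition above the mean inhibition of all tested compounds plus 3 SD, computed separately for each screening campaign, cut at about 15% in these data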
Target sequence (P62136 whole entry, looked up): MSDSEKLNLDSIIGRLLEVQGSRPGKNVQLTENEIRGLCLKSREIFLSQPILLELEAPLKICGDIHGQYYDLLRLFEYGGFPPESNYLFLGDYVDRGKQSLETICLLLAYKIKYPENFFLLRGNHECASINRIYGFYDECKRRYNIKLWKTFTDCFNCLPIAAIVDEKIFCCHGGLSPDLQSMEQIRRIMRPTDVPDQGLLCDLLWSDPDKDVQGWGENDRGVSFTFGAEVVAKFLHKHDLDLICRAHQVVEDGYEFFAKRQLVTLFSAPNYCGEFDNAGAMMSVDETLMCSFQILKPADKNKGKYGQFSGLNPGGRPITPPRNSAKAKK
core dimer inh – inhibitors of HCV core protein dimerization, primary screen, biochemical, TR-FRET, high-throughput | TR-FRET GST/Flag-core106 dimerization, 1536-well | inhibition, % at 5 µM | 300,000 compounds, 0.33% hits | AID 1899, 2009;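 active means inhibition above the mean of all tested compounds plus 3 SD, set per screening campaign, cut at about 45% in these data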
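assay system = GST-tagged and Flag-tagged HCV core protein residues 1-106 | controls = unlabelled core106 and no-GST-core106 wells | incubation = compound-protein-antibody incubation 4 h at 22.5 °C | probe or stimulus = Eu donor and XL665 acceptor anti-tag antibodies | read-out = % inhibition based on acceptor/donor emission ratio | signal = TR-FRET 671 and 617 nm emission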
proCasp7 act – procaspase-7 activators, primary screen, counter-screen for procaspase-3 activator project, biochemical, absorbance, HTS, human. 330,000 compounds, 0.093% hits. recombinant procaspase-7, Ac-DEVD-pNA absorbance 405 nm; D23A/D198A/D206A triple mutant, cannot self-cleave; scale: DMSO 0, 5 µM enzyme 100. activation, % at 8.5 µM;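 active means percent activation above the screen-wide mean plus 3 SD, cut at about 25% in these data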
Target sequence (P55210 whole entry D23A/D198A/D206A): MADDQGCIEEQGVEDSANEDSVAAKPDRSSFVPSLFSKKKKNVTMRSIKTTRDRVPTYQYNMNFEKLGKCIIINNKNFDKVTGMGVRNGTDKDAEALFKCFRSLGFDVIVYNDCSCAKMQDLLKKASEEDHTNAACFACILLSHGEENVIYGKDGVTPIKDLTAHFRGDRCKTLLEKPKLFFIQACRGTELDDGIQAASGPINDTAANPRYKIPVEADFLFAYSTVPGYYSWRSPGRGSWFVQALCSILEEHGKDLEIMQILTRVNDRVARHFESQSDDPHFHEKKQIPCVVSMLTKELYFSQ
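Material: Procaspase-7 triple mutant (PC-7 D3A) | Quantity: 2 µM procaspase-7 mutant as dispensed | Reagent: DEVD-pNA substrate | Times: 1 h preincubation, 2 h reaction | Technique: 405 nm absorbance of p-nitroaniline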
JMJD2C inh – inhibitors of GASC-1 histone demethylase, primary screen, biochemical, fluorescence, DELFIA europium; AID 2099, 2009; GST-JMJD2C(1-420) H3K9me3 demethylation; inhibition, % at 2.35 µM; Lysine-specific demethylase 4C (Homo sapiens), Q9H3R0; 330,000 compounds, 0.069% hits;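 active means more than half of a compound's replicate wells show inhibition beyond 50%, single wells judged on their own value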;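 further: signal counts dimethyl H3K9 product captured on neutravidin plate; 0% = median of DMSO wells and 100% = 0.3 times that DMSO median; strong numbers were not always called active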
Target sequence (Q9H3R0 1-420 limits assumed): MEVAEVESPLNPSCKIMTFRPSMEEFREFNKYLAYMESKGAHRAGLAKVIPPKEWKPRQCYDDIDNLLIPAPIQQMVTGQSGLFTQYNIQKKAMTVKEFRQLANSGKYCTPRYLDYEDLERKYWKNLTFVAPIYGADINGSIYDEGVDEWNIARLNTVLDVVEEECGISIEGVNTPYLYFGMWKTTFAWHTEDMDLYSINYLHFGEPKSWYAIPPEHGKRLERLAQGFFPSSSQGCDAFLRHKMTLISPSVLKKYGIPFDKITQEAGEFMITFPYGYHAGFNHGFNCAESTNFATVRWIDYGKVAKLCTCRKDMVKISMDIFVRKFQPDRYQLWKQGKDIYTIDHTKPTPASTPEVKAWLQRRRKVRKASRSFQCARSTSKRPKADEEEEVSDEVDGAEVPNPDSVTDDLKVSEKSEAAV
PP5 primary – PP5 phosphatase inhibitors, primary screen, biochemical, fluorescence. inhibition, % at 6.7 µM. AID 1987, 2009. purified PP5c, OMFP substrate fluorescence. 320,000 compounds, 0.18% hits;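 active means inhibition above the campaign's mean inhibition across all tested compounds plus 3 SD, cut at about 9.5% in these data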;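 further: 0% = DMSO only and 100% = 100 µM cantharidin control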
VLA-4 inh – inhibition in human VLA-4 binding assay, primary screen, VLA-4 allosteric modulator project, MLPCN library, flow cytometry, VLA-4 expressing cells; 330,000 compounds, 0.2% hits; Integrin alpha-4 (Homo sapiens), P13612; inhibition, % (about 7 µM as worked out from the volumes in the protocol); ligand binding flow cytometry; in the data active means inhibition above about 50%
* hit, by the source's call; · = not tested or not shown. No enrichment for hits. About 2.6% of those tested had a hit in this group.

SMILES	CTSL1 counter	GRK2 aptamer HTS	proCasp3 act	PP1 inh	core dimer inh	proCasp7 act	JMJD2C inh	PP5 primary	VLA-4 inh
CC1CCN(C(=O)CSc2nc3ccccc3c(=O)[nH]2)CC1	2	0	8	-5	-2	-1	-3	-0.7	-5
O=C(N/N=C/c1cccc2ccccc12)c1cccc(F)c1	2	2	-6	2	-3	5	7	4.8	16
CC(=O)Nc1ccc(NC(=O)CN(c2cccc([N+](=O)[O-])c2)S(C)(=O)=O)cc1	-1	3	-4	-5	6	10	-2	-3.5	-8
Cc1cccc(C)c1OCC(=O)Nc1cc(Cl)ccc1-n1cncn1	1	2	2	-1	2	1	7	1.1	9
CCOC(=O)c1c(NC(=O)CSc2nnc(C)s2)sc2c1CCC(CC)C2 (configuration not stated)	4	0	5	0	5	6	-13	1.9	-8
Cc1ccc(C(=O)Nc2ccccc2C(=O)N2CCN(c3ccccc3)CC2)cc1	0	0	0	-1	2	-1	1	3.7	20
CC(C)N(C(=S)NC1CC2CCC1C2)c1ccccc1 (configuration not stated)	-2	0	3	-3	4	9	0	-2.5	-7
NC(N)=N/N=C/c1ccc(OCc2ccc(Cl)cc2)cc1	2	0	3	21*	-9	3	2	1.2	32
O=C(c1ccccc1)N1CCN(c2ccc(N3CCOCC3)nn2)CC1	4	0	4	-6	2	5	3	-2.3	-2
O=C(O)COc1ccccc1/C=N/NC(=O)Cc1ccccc1	2	0	-2	-5	-13	4	-12	1.7	14
COc1ccc(C2CC(c3cc(OC)ccc3OC)n3nnnc3N2)cc1 (configuration not stated)	0	0	-5	3	8	13	11	1.4	11
CCN(CC)C(=O)c1cnn(-c2ccccc2)c1NC(=O)c1ccccc1F	-1	0	5	-1	-1	10	-18	-2.7	9

Reprinted from the part before: 6 entries, then new ones.
SMILES	CTSL1 counter	GRK2 aptamer HTS	proCasp3 act	PP1 inh	core dimer inh	proCasp7 act	JMJD2C inh	PP5 primary	VLA-4 inh
CC(C)N(C(=S)NC1CC2CCC1C2)c1ccccc1 (configuration not stated)	-2	0	3	-3	4	9	0	-2.5	-7
NC(N)=N/N=C/c1ccc(OCc2ccc(Cl)cc2)cc1	2	0	3	21*	-9	3	2	1.2	32
O=C(c1ccccc1)N1CCN(c2ccc(N3CCOCC3)nn2)CC1	4	0	4	-6	2	5	3	-2.3	-2
O=C(O)COc1ccccc1/C=N/NC(=O)Cc1ccccc1	2	0	-2	-5	-13	4	-12	1.7	14
COc1ccc(C2CC(c3cc(OC)ccc3OC)n3nnnc3N2)cc1 (configuration not stated)	0	0	-5	3	8	13	11	1.4	11
CCN(CC)C(=O)c1cnn(-c2ccccc2)c1NC(=O)c1ccccc1F	-1	0	5	-1	-1	10	-18	-2.7	9
COc1cccc(/C=C/C(=O)OCC(=O)c2ccc(S(=O)(=O)N3CCCCC3)cc2)c1OC	5	0	-5	15	21	-2	9	1.1	-5
CC(NC(=O)C1CCN(C(=O)Nc2ccccc2)CC1)c1ccc(Cl)cc1 (configuration not stated)	·	0	11	-1	·	-6	10	-1.7	49
O=C(O)CSCC(=O)Nc1ccc(Br)c(C(F)(F)F)c1	0	0	3	0	0	-1	4	-1.3	5
Cc1cnn(C(=S)NCc2ccc(Cl)cc2)c1	-1	2	-11	-2	-3	-9	-1	-0.7	12
COc1ccc(-c2cnnn2-c2ccc([N+](=O)[O-])cc2)cc1	-1	1	4	2	6	-1	9	3.8	4
Cc1ccnc(NC(=S)NC(=O)/C=C/c2ccco2)c1	7	1	-16	0	8	-21	0	0.9	20
CC(C)(C)NS(=O)(=O)c1ccc(CCC(=O)NCc2ccco2)cc1	2	0	2	0	4	-8	5	2.0	14
CC1=C(C(=O)NCc2ccco2)C2(CCC(C)CC2)OC1=O (configuration not stated)	6	0	-11	8	18	-17	0	-6.9	-15
Cn1c(=O)cc(OCCCC(=O)NCc2ccco2)c2ccccc21	-2	3	-3	-2	0	-2	5	3.6	21
CCCNC(=O)COc1ncnc2sc(C)c(C)c12	0	0	4	-4	-1	4	6	-1.8	24
C/C(N)=C(/C#N)C(=O)COC(=O)c1cc(-c2ccc(Br)cc2)nc2ccccc12	1	4	-1	2	15	7	-20	2.8	6
Cc1ccc(N2CC(C(=O)N3CCN(c4ccccc4)CC3)CC2=O)cc1 (configuration not stated)	0	1	5	2	-2	5	0	2.1	9
O=c1c2ccccc2n(Cc2ccc(F)cc2)c(=O)n1C1CCCC1	4	2	0	4	9	5	3	0.1	12
CCN(Cc1ccccc1)C(=O)CCS(=O)(=O)c1cc2c(cc1Cl)NC(=O)CO2	1	0	2	-3	0	-6	-8	0.3	9
O=C(NNc1ncnc2ccccc12)c1cccc(Cl)c1	1	0	-1	-4	-2	4	3	0.8	-6
Cc1cc(NC(=O)c2cccc3c2C(=O)N(C2CCCCC2)C3)ccc1Br	1	1	2	3	1	17	-8	0.4	0
CCCCCCCC(=O)NC1=NC(=O)C(C)(C)S1	-20	6	-7	-4	0	1	-14	-0.4	-5
O=S(=O)(c1ccc(F)cc1)N1CCN(C(=S)NCc2ccco2)CC1	0	0	-8	-1	14	-15	-7	-0.1	8
CCC(=O)Nc1ccc(S(=O)(=O)Nc2nccs2)cc1	0	0	-4	0	1	9	-16	2.1	-2
COc1ccc(NC(=O)c2ccco2)cc1NC(=O)COc1ccccc1[N+](=O)[O-]	-1	2	5	-2	29	0	21	0.8	-11
CCCC(C)NC(=O)CN1C(=O)NC2(CCc3ccccc32)C1=O (configuration not stated)	-2	0	4	-6	2	1	-4	1.8	8
C=CCOc1cc(C)nc(-c2ccccc2O)n1	1	2	0	3	-1	-7	-7	1.9	9
CCOC(=O)c1cnc2cc(-c3ccc(C(C)(C)C)cc3)nn2c1N	1	1	8	-1	-3	6	0	0.0	-6
O=C(NCc1ccc(Cl)cc1)NCc1ccc(Cl)cc1	4	1	-3	1	-2	-4	-4	3.2	4
CCc1cccc(NS(=O)(=O)c2c(C)n[nH]c2C)c1	-1	0	1	-1	-11	9	1	-1.6	4
Nn1c(SCc2ccccc2)nnc1-c1ccco1	-1	4	3	1	4	9	-8	1.0	0
Cc1ccc(S(=O)(=O)Nc2ccc3c(c2)C(=O)N([C@H](C)CO)C[C@H](C)[C@@H](CN(C)Cc2ccccc2)O3)cc1	·	3	0	·	·	5	31	·	3
CC(c1nccs1)N(C)c1nc2nonc2nc1NC1CC1 (configuration not stated)	1	0	-2	-1	-3	0	-11	-0.4	-3
COc1ccc(C(CC(=O)c2ccccc2)S(=O)(=O)c2ccc(C)cc2)cc1 (configuration not stated)	2	0	1	-2	4	-5	8	-1.6	3
CCN(Cc1cc(=O)[nH]c2ccccc12)C(=O)c1ccc(C)cc1	-4	0	5	0	1	-10	1	-1.1	6
COc1cc2cc(CCCO)oc(=O)c2cc1OC	·	1	7	·	·	0	8	·	13
CN1CCN(C2CCCCC2NS(=O)(=O)c2ccc(Cl)cc2)CC1 (configuration not stated)	-2	0	11	4	-1	6	0	-1.8	9
Cc1oc2c(c(C)cc3oc(=O)c(CC(=O)NCCCO)c(C)c32)c1C	-6	2	-1	-3	4	-4	6	0.8	0
Cc1c(C(=O)N2CCN(c3ccccn3)CC2)oc2c(F)cccc12	1	5	9	0	-70	-2	3	5.1	17
COc1ccc(NC(=O)CN(C)C(=O)c2cnc(Cl)c(Cl)c2)cc1	2	3	-4	-4	-1	-5	-20	4.4	10
COc1cc(/C=N/NC(=O)C2(O)c3ccccc3-c3ccccc32)ccc1O	0	0	-1	1	-8	-6	-4	1.4	16
COC(=O)c1ccc(NC(=S)Nc2ccccc2)cc1	-2	1	6	-1	-3	4	3	1.8	0
COC(=O)c1cc(S(=O)(=O)N2CCN(c3ccccc3)CC2)c[nH]1	-1	0	5	-2	-4	-5	-2	2.8	4
COCCNC(=O)CN1CCC(NC(=O)C(C)(C)C)CC1	3	0	-1	-3	-2	-3	2	-2.2	-7
O=C(N/N=C/c1ccc(OC(F)F)cc1)C1=COCCO1	4	3	-8	-5	2	-1	-5	-1.5	22
CCc1nc(C)cn1S(=O)(=O)c1ccc([N+](=O)[O-])cc1	2	4	6	-1	-4	7	-7	-0.5	5
COc1cc(C(=O)Nc2nnc(CC(C)(C)C)s2)c([N+](=O)[O-])cc1OC	-2	3	0	-2	-10	-3	0	1.2	9
CC(C)c1ccc(C(C(=O)NC(C)(C)C)N(C(=O)CNC(=O)c2ccco2)c2cccnc2)cc1 (configuration not stated)	3	3	4	4	1	4	88	-1.1	9
NC(=O)c1cc2cc(Cl)ccc2oc1=Nc1cccc(C(F)(F)F)c1	2	0	3	-3	17	-1	7	-0.1	9
CCCn1c(CCC(=O)O)ccc1-c1cccs1	-3	0	-8	1	9	1	4	-0.8	3
O=C1CC(CCC(=O)NC2CC2)c2ccccc2N1 (configuration not stated)	-4	5	-4	13	1	2	7	2.5	7
O=C(CC1C(=O)NCCN1CC1CCCCC1)NCCc1ccc(F)cc1 (configuration not stated)	-1	0	12	11	-7	7	-5	-0.3	12
COc1ccc(C(=O)NCCS(=O)(=O)N2CCCCCC2)cc1	3	0	-3	-4	0	7	133	0.9	0
CC[C@H](C)[C@H](NC(=O)OCc1ccccc1)C(=O)Nc1ccc(NC(C)=O)cc1	-2	0	2	1	2	-12	9	3.4	2
Cc1cc(=O)oc2cc(OCc3nnc(-c4ccccc4Br)o3)ccc12	-2	0	1	3	23	7	-4	3.6	-7
CN1CCN(C(=O)c2cc(COc3ccccc3)on2)[C@@H](c2ccccc2)C1	-1	5	-4	2	4	6	36	1.3	19
CCn1cc(SCC(=O)N2CCc3ccccc32)c2ccccc21	8	0	-1	7	-4	-12	2	4.9	-15
O=C(Nc1ccc2c(c1)OCCO2)c1cc(-c2ccccc2)nc2ccccc12	2	3	-8	2	10	-3	-10	1.9	7
Nc1cccc(-n2nncc2-c2ccccc2)c1	1	2	2	-1	-9	5	-1	1.0	20
FC(F)(F)c1cccc(N2CCN(C3CC4CCC3C4)CC2)c1 (configuration not stated)	0	2	10	-2	0	-12	-10	5.2	-15
